From PubChem BioAssay
BAZ2B inh – BAZ2B (human) inhibition; Q9UIF8; AlphaScreen BAZ2B-H3K14Ac peptide displacement; Potency, µM (titrated, usually from 114 µM), inactives show at the top dose activity change, negative = inhibition, usual class: inhibitors; 360,000 tested, 4.4% active; AID 504333; note: potency is the fitted concentration of half-maximal effect; % is set by controls: 0 for no effect and ±100 for the full control effect; nearly all actives have a fitted effect of over 60% in size
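Complex of BAZ2B and biotin-H3K14Ac (50 nM apiece) forms over 30 min at RT, then faces library compounds up to 110 uM for another 30 min; AlphaScreen beads added, 20 min dark incubation, luminescence read.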
HP1b chromo inh – blocks HP1-beta chromodomain binding to methylated histone tails; P83916; AlphaScreen HP1-beta / biotin-H3K9me3 peptide binding; Potency, µM (top dose mostly 114 µM), for the others: top-dose activity change, negative = inhibition, usual class: inhibitors; 390,000 tested, 0.56% active; AID 540317; note: potency is the fitted concentration of half-maximal effect; nearly all actives have a fitted effect of over 70% in size; inactives centre near 23
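HP1-beta protein (50 nM final) preincubated 30 min at room temperature with biotinylated H3(1-18)K9me3 peptide (50 nM) in PBS pH 7.4, 0.01% Tween-20, then compound added for 30 min. AlphaScreen streptavidin donor/nickel chelate acceptor beads (10 ug/mL final), 30 min dark, luminescence read.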
GLS inhibitor – glutaminase GLS (human) inhibition. GLS enzymatic activity, qHTS titration. Potency, µM (titrated, usually from 45.5 µM), for inactives: top-dose activity change, negative = inhibition, most hits filed as inhibitors. 410,000 tested, 0.21% active. AID 624170; note: potency is the fitted concentration of half-maximal effect; % is set by controls: 0 for no effect and ±100 for the full control effect
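Enzyme dispensed in phosphate buffer (45 mM, pH 8.2, 0.02% Tween-20), compounds pinned in, then 1 mM L-glutamine solution and the glutamate oxidase–HRP–Amplex Red mix added; fluorescence read immediately and again after 30 min at room temperature.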
Pin1 inhibitor – blocks the human prolyl isomerase Pin1; Q13526; Pin1 FP peptide displacement, HiFluor488, 10 min; Potency, µM (series often up to 115 µM), without a hit: at the highest dose activity, negative = inhibition, hits mostly inhibitors; 390,000 tested, 0.009% active; AID 504891; active = well fitted inhibition curve with a large enough effect in the polarisation, with a control signal flat, not every such curve was filed as active; inconclusive = small, poorly fitted or top-dose-only effect, or effect the other way, or a change in a side signal; inactive = no such curve, though single readings can be large or run the other way; the % refers to the polarisation; note: potency is the fitted concentration of half-maximal effect; % is set by controls: 0 for no effect and ±100 for the full control effect
JMJD2A Tudor – JMJD2A Tudor domain (human) inhibition; AlphaScreen JMJD2A-Tudor / H3K4me3 peptide binding; Potency, µM (doses to about 114 µM), for inactives: at the top dose activity change, negative = inhibition, usual class: inhibitors; 390,000 tested, 4.4% active; AID 504339; note: potency is the fitted concentration of half-maximal effect; % is set by controls: 0 for no effect and ±100 for the full control effect; nearly all actives have a fitted effect of over 50% in size
Target sequence (O75164 whole entry, looked up, the tested form may be a part): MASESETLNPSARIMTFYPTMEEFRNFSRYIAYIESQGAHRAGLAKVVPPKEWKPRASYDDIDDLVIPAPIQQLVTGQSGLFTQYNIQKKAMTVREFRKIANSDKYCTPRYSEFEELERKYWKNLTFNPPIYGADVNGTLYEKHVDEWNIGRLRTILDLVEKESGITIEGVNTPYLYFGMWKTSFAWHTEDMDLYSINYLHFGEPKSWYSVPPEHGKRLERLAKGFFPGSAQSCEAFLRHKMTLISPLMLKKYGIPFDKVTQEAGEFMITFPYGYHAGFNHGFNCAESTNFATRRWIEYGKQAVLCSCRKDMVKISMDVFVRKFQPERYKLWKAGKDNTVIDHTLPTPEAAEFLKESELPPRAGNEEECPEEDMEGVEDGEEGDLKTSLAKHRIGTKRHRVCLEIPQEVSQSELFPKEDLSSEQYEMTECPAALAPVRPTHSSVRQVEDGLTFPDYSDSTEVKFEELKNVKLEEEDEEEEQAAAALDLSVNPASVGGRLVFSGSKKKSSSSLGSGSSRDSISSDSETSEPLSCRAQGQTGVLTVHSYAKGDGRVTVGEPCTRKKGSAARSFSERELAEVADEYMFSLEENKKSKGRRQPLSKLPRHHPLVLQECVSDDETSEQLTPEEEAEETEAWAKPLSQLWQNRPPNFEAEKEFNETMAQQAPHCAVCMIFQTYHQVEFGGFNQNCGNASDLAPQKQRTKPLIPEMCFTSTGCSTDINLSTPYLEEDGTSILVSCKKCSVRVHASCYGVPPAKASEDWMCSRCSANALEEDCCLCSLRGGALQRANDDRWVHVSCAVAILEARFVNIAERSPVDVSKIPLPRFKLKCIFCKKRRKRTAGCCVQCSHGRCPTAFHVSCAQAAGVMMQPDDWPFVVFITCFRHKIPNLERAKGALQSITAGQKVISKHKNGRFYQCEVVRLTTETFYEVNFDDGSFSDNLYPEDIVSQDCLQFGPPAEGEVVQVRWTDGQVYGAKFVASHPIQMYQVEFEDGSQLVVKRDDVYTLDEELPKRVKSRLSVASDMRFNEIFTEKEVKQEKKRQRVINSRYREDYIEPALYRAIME
PI4K2A block – PI4K2A (human) kinase inhibition; activity change, negative = inhibition, % at 76.9 µM; AID 1346378; purified PI4K2A, ADP-Glo luminescence, 1 h; stronger effect = lower value; 420,000 tested, 0.13% active; in the data active = activity change below about -50%; inconclusive = mostly about -30% to -49%;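 note: -100% = wells without enzyme as full effect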
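Compounds are screened against recombinant PI4K2A using PI as substrate and ATP, the latter dispensed at 300 microM. Reactions run one hour at ambient temperature before ADP-Glo detection; full inhibition defined by wells lacking enzyme.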
G9a inh – G9a (human) methyltransferase inhibition; G9a H3K9 monomethylation, AlphaScreen, 2 h; Potency, µM (titrated, usually from 102 µM), for the others: top-dose activity, negative = inhibition, usual class: inhibitors; 350,000 tested, 8.8% active; AID 504332; note: potency is the fitted concentration of half-maximal effect; % is set by controls: 0 for no effect and ±100 for the full control effect; nearly all actives have a fitted effect of over 75% in size
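Using a bead-based AlphaScreen, monomethylated H3K9 product from 2 h room-temperature reactions (G9a 20 nM, peptide 500 nM, SAM 20 uM) was detected with 0.5 ug/mL rabbit anti-H3K9me1 antibody.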
POLH inh – inhibitors of human DNA polymerase eta; recombinant Pol eta, fluorescent DNA replication assay; Potency, µM (highest dose often 114 µM), inactives show at the highest dose activity change, negative = inhibition, hits mostly inhibitors; 390,000 tested, 1.2% active; note: potency is the fitted concentration of half-maximal effect; % is set by controls: 0 for no effect and ±100 for the full control effect
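Pol eta (10 nM) was preincubated with compounds for 15 min at room temperature, after which fluorescent replication substrate (50 nM final) was added to start the reaction. Fluorescence was read kinetically at 0 and 10 min.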
Tb PGK inh – inhibitors of T. brucei phosphoglycerate kinase; PGK/GAPDH coupled, Kinase-Glo luminescence, 60 min; 380,000 tested, 0.043% active; P07378; Potency, µM (doses to about 57.5 µM), for the others: at the highest dose activity change, negative = inhibition, most hits filed as inhibitors; AID 602233; note: potency is the fitted concentration of half-maximal effect; % is set by controls: 0 for no effect and ±100 for the full control effect; nearly all actives have a fitted effect of over 60% in size
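Luminescent ATP detection (Kinase-Glo Plus) follows a 60-minute room-temperature incubation, with wells lacking PGK as controls. Buffer: 100 mM TEA (pH 7.6), 5 mM MgCl2, 0.01% Tween-20. Coupling enzyme GAPDH (100 nM final) supplies unstable 1,3-BPG in-well.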
Active calls of the source: *; i = inactive; u = inconclusive; x = no result given; & = joins results of further samples; [ ] = remark or other dose. Unless noted, calls come from the whole dose curve; as a rule, active = well fitted curve in the direction sought with a large enough effect; inconclusive = small, poorly fitted or top-dose-only effect, or another doubt; inactive = no such curve, though single readings can be large; an effect the other way counts as inactive or inconclusive. The list is partial (hit frequency here may not be typical).

Start of the listing, in advance (4 entries):
Key to letters – A = BAZ2B inh; B = HP1b chromo inh; C = GLS inhibitor; D = Pin1 inhibitor; E = JMJD2A Tudor; F = PI4K2A block; G = G9a inh; H = POLH inh; I = Tb PGK inh
> C=CC[C@@H](CC/C=C/C=C/CC/C=C\[C@@H]1CSC([C@@H]2C[C@@H]2C)=N1)OC
  A: x | B: 81%[activator] | C: -8% | D: 5% | E: 22% | F: -3 | G: x | H: -13% | I: i
> COC(=O)C1=C(c2ccc(-c3ccccc3)c(F)c2)C[C@@H]2CC[C@H]1N2C(=O)NCCc1ccccc1
  A: u | B: 31% | C: 13% | D: 8% | E: -23% | F: 1 | G: 13%[2.33 µM] | H: -22% | I: 0%
> CC1CCCN(CC(=O)N2CCCc3ccccc32)C1 (stereo not drawn)
  A: 13% | B: 24% | C: -7% | D: 3% | E: 1% | F: -5 | G: -1%[59 µM] | H: -3% | I: x
> Cc1nnc(N2CCN(C(=O)NCCC(C)C)CC2)c2nn(-c3ccc(Cl)cc3)c(C)c12
  A: -4% | B: 53%[activator] | C: -6% | D: 0% | E: -16% | F: 5 | G: 3%[59 µM] | H: x | I: x

The list itself, from the start:
Key to letters – A = BAZ2B inh; B = HP1b chromo inh; C = GLS inhibitor; D = Pin1 inhibitor; E = JMJD2A Tudor; F = PI4K2A block; G = G9a inh; H = POLH inh; I = Tb PGK inh
> C=CC[C@@H](CC/C=C/C=C/CC/C=C\[C@@H]1CSC([C@@H]2C[C@@H]2C)=N1)OC
  A: x | B: 81%[activator] | C: -8% | D: 5% | E: 22% | F: -3 | G: x | H: -13% | I: i
> COC(=O)C1=C(c2ccc(-c3ccccc3)c(F)c2)C[C@@H]2CC[C@H]1N2C(=O)NCCc1ccccc1
  A: u | B: 31% | C: 13% | D: 8% | E: -23% | F: 1 | G: 13%[2.33 µM] | H: -22% | I: 0%
> CC1CCCN(CC(=O)N2CCCc3ccccc32)C1 (stereo not drawn)
  A: 13% | B: 24% | C: -7% | D: 3% | E: 1% | F: -5 | G: -1%[59 µM] | H: -3% | I: x
> Cc1nnc(N2CCN(C(=O)NCCC(C)C)CC2)c2nn(-c3ccc(Cl)cc3)c(C)c12
  A: -4% | B: 53%[activator] | C: -6% | D: 0% | E: -16% | F: 5 | G: 3%[59 µM] | H: x | I: x
> CCOP(=O)(OCC)c1cc(CC)ccc1O
  A: 5% | B: 11% | C: 1% | D: 5% | E: 5% | F: -1 | G: 8% | H: -15% | I: 1%
> C=CCN1CCc2cccc3c2[C@H]1Cc1ccc(O)c(O)c1-3
  A: u | B: 35µM* | C: u | D: -5% | E: 16µM* | F: -4&0 | G: 0.53µM* | H: -14% | I: -6%
> O=C(O)c1cccc2c1NC(c1cccc([N+](=O)[O-])c1)C1CC(Sc3ccccc3[N+](=O)[O-])C(Cl)C21 (stereo not drawn)
  A: 22µM* | B: u | C: 5% | D: u | E: 22µM* | F: -4 | G: 16µM* | H: 32µM* | I: -20%
> CCOC(=O)C1(c2ccccc2)CCN(CCC(C#N)(c2ccccc2)c2ccccc2)CC1
  A: x | B: 17% | C: 1% | D: -10% | E: -29% | F: -1&-1 | G: u | H: -11% | I: 3%
> Cc1c(CCN)ccc2c1[nH]c1ccccc12
  A: -19% | B: 24% | C: 4% | D: -11% | E: -7% | F: 1 | G: 25%[0.501 µM] | H: -5% | I: -1%
> Cc1nc2ccccc2n1C1CCN(Cc2nnnn2CCc2ccccc2)CC1
  A: u | B: 11% | C: -5% | D: 3% | E: u | F: -6 | G: 50µM* | H: 1% | I: 2%
> Cn1cccc1/C=C1/C(=O)NC(=O)N(Cc2ccccc2)C1=O
  A: 45µM* | B: 10% | C: -4% | D: u | E: -34% | F: -14 | G: u | H: u | I: -8%
> CCOc1ccc(OC(=O)c2ccc3c(=O)n4c(nc3c2)CCC4)cc1
  A: u | B: -8% | C: -12% | D: u | E: u | F: -3 | G: -29%[59 µM] | H: u | I: -9%
> CC(N)C(=O)c1ccco1 (stereo not drawn)
  A: -1% | B: 16% | C: 0% | D: -2% | E: -12% | F: 2 | G: 3% | H: -12% | I: -1%
> CC12CC(=O)C3C(CCC4CC(=O)C=CC43C)C1CCC2=O (stereo not drawn)
  A: x | B: 21% | C: 0% | D: 0% | E: 2% | F: 15 | G: x | H: -13% | I: -9%
> Cc1cc(Cl)nc(N)n1
  A: -10% | B: 14% | C: 2% | D: 1% | E: -16% | F: -1 | G: -1%[59 µM] | H: -14% | I: -9%
> CCCCCn1c(=O)c(C(=O)NCc2ccco2)c(O)c2ccccc21
  A: 7% | B: 89%[activator] | C: -5% | D: 2% | E: 34% | F: 2 | G: x | H: u | I: -5%
> CC(C)(C)C(=O)N1Cc2ccccc2-n2nncc2C1
  A: x | B: 24% | C: -3% | D: 1% | E: -10% | F: 3 | G: x | H: -6% | I: -3%
> Cc1ccc(C2=CCNCC2)cc1
  A: -18% | B: 25% | C: 0% | D: 1% | E: -13%[57.1 µM] | F: 1 | G: u | H: -3% | I: 0%
> O=C1NC(=O)N(Cc2ccco2)C(=O)/C1=C\c1ccc(-c2ccc(F)cc2)o1
  A: u | B: 9% | C: 8.9µM* | D: -6% | E: -25% | F: u | G: 13µM* | H: 25µM* | I: -16%
> CC(OC(=O)c1cn(C)c2ccccc12)C(=O)N(C)c1ccccc1 (stereo not drawn)
  A: 1% | B: -3% | C: 33%[activator] | D: 3% | E: -19% | F: 5 | G: -33% | H: -5% | I: -11%
> COc1ccc(CN2CC3CC(C2)c2cccc(=O)n2C3)cc1OC (stereo not drawn)
  A: u | B: 56%[activator] | C: 10% | D: -1% | E: -12% | F: 8 | G: 1%[59 µM] | H: -9% | I: x
> O=C(c1ccccc1)c1ccccc1N=Cc1c(O)[nH]c(=O)[nH]c1=O
  A: u | B: 45%[activator] | C: 2% | D: 37%[activator] | E: -27% | F: -11 | G: u | H: -8% | I: i
> Cc1cc(C=C2C(=O)NC(=O)NC2=O)c(C)n1-c1ccc2c(c1)OCO2
  A: -26% | B: 36%[activator] | C: -4% | D: u | E: -35% | F: -15 | G: u | H: 32µM* | I: -6%
> Cc1cc(C)cc(NC(=O)CCNC(=O)N2C[C@H]3C[C@@H](C2)c2cccc(=O)n2C3)c1
  A: 5% | B: 13% | C: 8% | D: -5% | E: -20% | F: -6 | G: -4%[12.7 µM] | H: -8% | I: i
> O=C(Nc1cccc(Cl)c1)c1c(O)c2c(n(Cc3ccco3)c1=O)CCCC2
  A: -5% | B: 25% | C: -8% | D: 6% | E: -6% | F: 2 | G: -5% | H: -18% | I: 1%
> CC1(C)OC(c2ccccc2)=C/C(=C/C=C2C(=O)NC(=S)NC2=O)O1
  A: 10µM* | B: 11µM* | C: -21% | D: u | E: u | F: -10 | G: 10µM* | H: u | I: u
> CN(C)C(=O)Oc1ccc(C(=O)c2ccccc2)cc1
  A: 4% | B: 25% | C: 0% | D: 2% | E: -4% | F: -2 | G: 16%[59 µM] | H: -8% | I: -1%
> Cc1nn(Cc2ccccc2)c(C)c1C(=O)OCC(=O)NC1CCS(=O)(=O)C1 (stereo not drawn)
  A: 0% | B: 21% | C: 1% | D: -4% | E: -4% | F: -1 | G: -3%[59 µM] | H: -10% | I: -6%
> O=C1C2CCCN2C(c2cccnc2)N1c1nccs1 (stereo not drawn)
  A: -35% | B: 18% | C: 3% | D: 14% | E: u | F: -1 | G: 13µM* | H: -15% | I: -8%
> COc1ccc2c(c1O)-c1cccc3c1[C@@H](C2)N(C)CC3
  A: x | B: 17% | C: 18% | D: 4% | E: -20% | F: -5&-1 | G: 7.9µM* | H: -6% | I: 4%
> CCN(CC)CCCN=C(C)c1c(O)n(C2CCCCC2)c(=O)[nH]c1=O
  A: 7% | B: 21% | C: -1% | D: -3% | E: -13% | F: 5 | G: -1%[12.7 µM] | H: 0% | I: i
> Cc1ccc(OCCOc2cccc(C=C3C(=O)NC(=O)NC3=O)c2)c(C)c1
  A: u | B: 68%[activator] | C: -13% | D: 2% | E: 35µM* | F: u | G: 28µM* | H: -22% | I: -2%
> O=P(O)(Oc1ccccc1)OC(c1ccccc1)C(F)(F)F (stereo not drawn)
  A: -10% | B: 26% | C: 8% | D: -8% | E: -30% | F: 2 | G: -18%[59 µM] | H: 13% | I: -1%
> COC(=O)C1=C(c2ccc(-c3ccccc3)c(F)c2)C[C@@H]2CC[C@H]1N2C(=O)NC1Cc2ccccc2C1
  A: -2% | B: 19% | C: 8% | D: 9% | E: -23% | F: -6 | G: 13%[2.33 µM] | H: -14% | I: 9%
> CC12C=CC(=O)C=C1CC(O)C1C2CCC2(C)C1CCC2(C)O (stereo not drawn)
  A: x | B: 26% | C: -22% | D: 4% | E: -5% | F: 2 | G: x | H: -7% | I: -10%
> COc1cc2c(cc1OC)-c1c(OC)c(OC)c(OC)c3ccnc(c13)C2=O
  A: 28µM* | B: -1% | C: -4% | D: -23% | E: u | F: -2 | G: u | H: -11% | I: -10%
> COc1ccc(CN2CCN(c3ccccc3F)CC2)cc1O
  A: u | B: u | C: 14% | D: -9% | E: 3.2µM* | F: 2 | G: 10µM* | H: -16% | I: 2%
> COc1ccccc1NC(=O)Oc1cccc(OC(=O)c2ccccc2)c1
  A: -9% | B: 25% | C: 9% | D: -1% | E: -13% | F: -7 | G: 71µM* | H: -20% | I: i
> COC(=O)C1=C(N)Oc2c(c(=O)oc3ccccc23)C1c1cccnc1 (stereo not drawn)
  A: -24% | B: 49%[activator] | C: 7% | D: -2% | E: 7% | F: -3 | G: 6%[59 µM] | H: -8% | I: -2%
> CN1CCC2(CC1)NC(=O)c1ccccc1N2
  A: -2% | B: 55%[activator] | C: 21% | D: 2% | E: -8% | F: -8 | G: 9%[59 µM] | H: -3% | I: 5%
